CRFBP-R2 block: CRF-BP/CRF-R2 complex antagonism. inhibition, % at 11.8 µM. HEK293 CRF-R2/CRF-BP, CRF-induced calcium fluorescence. 0.59% of 350,000 active. AID 588475;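 active = inhibition of the ligand-induced calcium signal above about 50% at the single tested concentration, limit read from the data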
MEKK3 PB1 HTS: MEKK3-MEK5 PB1 interaction, increase or decrease | binding response (% of control), % at 10 µM | bead-based flow cytometry, Alexa488-MEK5 binding to MEKK3; actives lie on both sides; 0 = blocked by unlabeled MEK5, 100 = vehicle | AID 1529 | 1.4% of 290,000 active | Q99759;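 active = binding response more than 3 SD above or below the average of its plate-row segment, actives on both sides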;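 also: Alexa488 bead fluorescence after subtracting the streptavidin-only scavenger bead signal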
Target sequence (Q99759 whole entry, looked up): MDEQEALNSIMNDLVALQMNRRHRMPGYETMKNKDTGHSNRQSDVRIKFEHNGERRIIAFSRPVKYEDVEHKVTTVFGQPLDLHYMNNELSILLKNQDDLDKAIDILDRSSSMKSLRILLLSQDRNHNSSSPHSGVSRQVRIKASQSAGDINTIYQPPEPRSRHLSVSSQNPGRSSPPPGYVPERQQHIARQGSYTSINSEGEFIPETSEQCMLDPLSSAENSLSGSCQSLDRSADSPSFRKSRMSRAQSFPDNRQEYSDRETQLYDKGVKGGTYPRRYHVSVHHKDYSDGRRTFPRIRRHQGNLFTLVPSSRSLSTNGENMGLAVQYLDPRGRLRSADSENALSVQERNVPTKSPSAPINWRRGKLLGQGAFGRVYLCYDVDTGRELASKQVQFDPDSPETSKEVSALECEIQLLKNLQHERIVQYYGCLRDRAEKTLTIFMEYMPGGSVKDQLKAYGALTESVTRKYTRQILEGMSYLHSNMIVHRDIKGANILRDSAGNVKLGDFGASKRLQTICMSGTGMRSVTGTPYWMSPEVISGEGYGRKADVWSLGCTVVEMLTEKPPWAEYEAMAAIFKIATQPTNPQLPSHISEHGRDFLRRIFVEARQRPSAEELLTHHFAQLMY
DNA FID counter: fluorescent intercalator displacement, NS3 helicase counter-screen; 0.17% of 290,000 active; DNA fluorescent intercalator displacement, fluorescence; AID 1845; inhibition, % at 7.9 µM; in the data active = inhibition above about 37%;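 also: 0% = vehicle and 100% = reference compound; higher means more ethidium bromide displaced from hairpin DNA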
MEKK2 mut-MEK5: signal of MEK5 binding to mutant human MEKK2 PB1 domain | bead flow cytometry, Alexa488-MEK5 binding to MEKK2 mutant | percent response, % at 10 µM | 0.35% of 290,000 active; in the data active = percent response above about 24%, passing the limit was not always enough; also: inactives centre near 1; some results filed as inactive read as strong as hits; reference of the scale not given here
CRFR2-BP ag: agonists of human CRF-binding protein/CRF-R2 receptor complex; 0.46% of 350,000 active; activation, % at 13.2 µM; AID 588473; HEK293 CRF-R2/CRF-BP, calcium dye fluorescence (FLIPR); percent of saturating CRF peptide response;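 active = activation of at least 50%, plus an integration ratio under a set limit after plate pattern correction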;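 also: plate controls were neutral control wells without compound for no effect and CRF at EC100 for full effect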
HCV NS3 hel inh: inhibitors of Hepatitis C virus NS3 helicase; inhibition, % at 10.9 µM; 0.56% of 290,000 active; AID 1800; NS3 helicase DNA unwinding, Cy5 molecular beacon fluorescence;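 active = inhibition above the mean of all tested compounds plus 3 SD, set per campaign, cut at about 35% in these data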;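 also: 0% = DMSO wells and 100% = thioflavine S control wells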
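Assay system – hepatitis C virus NS3 helicase domain fragment enzyme · Buffer or medium – MOPS pH 6.5, MgCl2, DTT, Tween20, BSA · Reagent – Cy5/quencher beacon DNA duplex and ATP to start · Compound – single 10.9 µM dose · Timing – 1 h at 25 °C · Technique – Cy5 beacon fluorescence read at start and 1 h · Measure – % inhibition of unwinding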
SUMO HTRF inh: blocks human SUMOylation mediated by UBC9; HTRF SUMOylation assay, SAE1/SAE2 + UBC9, in vitro; 0.36% of 290,000 active; inhibition, % at 35 µM; in the data active = inhibition above about 50%, passing the limit was not always enough; also: strong numbers were not always called active
MEKK2wt PB1 HTS: raises or lowers MEK5 binding to wildtype human MEKK2 PB1 domain. Q9Y2U5. bead flow cytometry, Alexa488-MEK5 binding to MEKK2 WT; actives lie on both sides. binding response (% of control), % at 10 µM. 1.1% of 290,000 active; in the data active = binding response below about 67% or above about 130%
GalR3 antag: blocks the human galanin receptor 3; 0.44% of 360,000 active; HEK293 GalR3-CNG cAMP membrane potential fluorescence; galR3 body fused to GalR1 C-terminus; O60755; AID 651719; inhibition, % at 3 µM;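 active = inhibition above the screen-wide average plus 3 SD, cut at about 13% in these data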;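 also: forskolin and galanin both at EC90 stimulate the cells; cAMP rise reported by CNG channel membrane potential dye signal; 0% = forskolin plus galanin with DMSO and 100% = forskolin alone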
Target sequence (O60755 1-299 limits assumed): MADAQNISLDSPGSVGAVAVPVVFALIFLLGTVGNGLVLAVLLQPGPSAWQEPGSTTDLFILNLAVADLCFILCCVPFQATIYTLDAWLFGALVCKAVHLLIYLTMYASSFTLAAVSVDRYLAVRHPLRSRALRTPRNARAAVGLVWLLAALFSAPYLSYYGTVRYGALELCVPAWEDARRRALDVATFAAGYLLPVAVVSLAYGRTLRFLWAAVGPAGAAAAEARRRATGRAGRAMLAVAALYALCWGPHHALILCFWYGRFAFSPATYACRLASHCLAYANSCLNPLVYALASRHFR
* marks the source's active call; other numbers are inactive results; / = no result given; [ ] = dose if it differs, or a comment. Not all compounds are listed. The share of hits here may be higher or lower than overall.

(1) CCN(CC)c1nc(Nc2ccccc2)nc(Oc2ccc(C(=O)OC)cc2)n1
(2) c1ccc(COc2ccc(-c3sc(Nc4ccccc4)n[n+]3-c3ccccc3)cc2)cc1
(3) COc1cccc(Cc2n[nH]c(=S)n2Cc2ccco2)c1
(4) COc1ccc(C(=O)OCC(=O)N2CCCCC2)cc1[N+](=O)[O-]
(5) CN1CCc2c(sc3nc(SCC(N)=O)n(-c4ccccc4)c(=O)c23)C1
(6) Cc1ccc(S(=O)(=O)Nc2ccc(S(=O)(=O)N3CCOCC3)cc2)cc1[N+](=O)[O-]
(7) Cc1ccccc1OCC(=O)NCC(=O)N/N=C/c1ccc(Br)o1
(8) CCCCOc1ccc(N2C(N)=NC(N)=NC23CCCCC3)cc1
Compound	1	2	3	4	5	6	7	8
CRFBP-R2 block	-5	/	-3	2	46	-2	3	-1
MEKK3 PB1 HTS	104	109	99	104	99	101	105	110
DNA FID counter	2	15	-9	-3	0	-7	-21	10
MEKK2 mut-MEK5	9	38*	3	-4	79*	1	3	16
CRFR2-BP ag	-0.6	/	0.3	-0.4	7.6	0.5	2.3	-0.9
HCV NS3 hel inh	7	-91	-5	6	8	8	-1	-50
SUMO HTRF inh	-28	-74	-2	-1	11	4	12	14
MEKK2wt PB1 HTS	112	221*	100	101	105	103	103	121
GalR3 antag	-4	/	-2	-4	2	-7	-6	-11

(9) CCOC(=O)c1[nH]c2ccccc2c1NC(C)=O
(10) Cc1c(C)n(Cc2ccccc2)c2ncnc(NCCCN(C)C)c12
(11) COc1cc2c(cc1OC)-c1nncn1C(C)(C)C2
(12) COc1cccc(NC(=O)CN2CCN(c3ccc(F)cc3)CC2)c1
(13) Cc1ccc(S(=O)(=O)N2CCCC2C(=O)NCc2ccncc2)cc1 (stereo unspecified)
(14) CN1CCN(c2ccc(Cl)cc2NC(=O)/C=C/c2ccc(F)cc2)CC1
(15) O=C(NCc1ccco1)/C(=C\c1cccnc1)NC(=O)c1ccccc1F
(16) COC(=O)CCN(C(=O)C12CC3CC(CC(C3)C1)C2)c1ccccn1
Compound	9	10	11	12	13	14	15	16
CRFBP-R2 block	8	-2	7	-6	-6	-21	9	9
MEKK3 PB1 HTS	92	100	108	101	101	108	101	104
DNA FID counter	/	4	3	-16	-2	19	-4	-19
MEKK2 mut-MEK5	14	4	4	12	5	51*	-2	5
CRFR2-BP ag	-2.3	-2.2	-2.0	1.5	2.3	-0.7	-0.5	-0.6
HCV NS3 hel inh	/	-6	-1	-4	3	-59	2	14
SUMO HTRF inh	5	-21	11	1	-9	11	29	21
MEKK2wt PB1 HTS	93	108	104	104	106	195*	100	99
GalR3 antag	-2	-7	3	-2	-2	-7	/	-4

(17) COc1ccc(-c2csc(NCc3ccco3)n2)cc1
(18) O=S(=O)(O)c1nc2ccccc2n1Cc1cccc2ccccc12
(19) CCOc1ccc(/C=C2\SC(=S)N(CCC(=O)O)C2=O)cc1
(20) CC(=O)OCCCn1c(C)[n+](C)c2cc(Cl)c(Cl)cc21
(21) COc1c(Cl)cc(Cl)cc1/C=C/C(=O)c1ccc(NC(=O)c2cccs2)cc1
(22) CCCn1c(N2CCN(C(=O)N3CCCCC3)CC2)nc2ccccc21
(23) CSCCC(NC(=O)c1ccc(Br)cc1)C(=O)O (stereo unspecified)
(24) COc1ccc(OC)c(NC(=O)CN(C)CC(=O)Nc2ccccc2Br)c1
Compound	17	18	19	20	21	22	23	24
CRFBP-R2 block	-3	/	20	19	-23	28	8	14
MEKK3 PB1 HTS	102	89	100	97	99	2.0*[inhibitor]	95	116
DNA FID counter	-4	-27	-18	6	-5	-27	4	-15
MEKK2 mut-MEK5	10	-10	5	-1	-1	-18	-8	-1
CRFR2-BP ag	1.2	/	-0.9	-0.7	0.5	-3.2	-1.8	-2.4
HCV NS3 hel inh	-4	43*	-2	-13	-3	-1	7	-2
SUMO HTRF inh	3	8	-4	29	-5	16	8	-6
MEKK2wt PB1 HTS	101	91	102	110	98	2.0*[inhibitor]	91	112
GalR3 antag	-1	/	-4	-4	2	-2	1	-2

(25) COc1ccc(-c2nc(CS(=O)(=O)CC(=O)NCc3cccc(OC)c3OC)c(C)o2)cc1
(26) COc1ccc(S(=O)(=O)N(C)CC(=O)NCCN2CCOCC2)cc1Cl
(27) Cc1c(NC(NC(=O)CC(C)C)C(Cl)(Cl)Cl)c(=O)n(-c2ccccc2)n1C (stereo unspecified)
(28) Cc1cccc(C(=O)NNC(=O)CSc2nnc(C(C)C)n2C)c1
(29) Cc1c(C(=O)N(Cc2ccccc2)C(C)C)oc2ccc(S(=O)(=O)N3CCOCC3)cc12
(30) CSc1nc2ccccc2nc1N(C)S(=O)(=O)c1ccc(C)cc1
(31) COc1cccc(NC(=O)CCCNC(=O)Cn2cnc3sc(C)c(C)c3c2=O)c1
(32) Cc1cccc(NC2=C(Cl)C(=O)OC2NC(=O)c2ccccc2)c1 (stereo unspecified)
Compound	25	26	27	28	29	30	31	32
CRFBP-R2 block	4	6	-1	-3	21	-41	-5	8
MEKK3 PB1 HTS	100	95	104	100	98	93	96	106
DNA FID counter	-42	-4	2	-8	-54	-3	-30	-4
MEKK2 mut-MEK5	0	0	14	-7	-1	-17	-8	5
CRFR2-BP ag	-5.5	-0.1	0.2	-1.4	-1.1	2.4	0.2	-1.6
HCV NS3 hel inh	4	2	-5	-5	-14	-23	-1	1
SUMO HTRF inh	2	0	-3	5	/	-13	-6	7
MEKK2wt PB1 HTS	99	101	103	98	99	90	96	104
GalR3 antag	/	-6	0	-3	-8	-5	2	-3

(33) Cc1cc(N2CCOCC2)ccc1/C=C1\NC(=O)N(Cc2ccccc2)C1=O
(34) CC(=O)Nc1ccc(SCC(=O)Nc2ccccc2-c2ccccc2)cc1
(35) Cc1ccc(-n2nc(C)c3c(C)c(CCC(=O)NCCCOC(C)C)c(C)nc32)cc1
(36) COc1ccccc1/C=C/C(=O)NC(=S)NCC1CCCO1 (stereo unspecified)
(37) O=C(NCCc1ccccc1F)C1CCCN1S(=O)(=O)c1ccccc1 (stereo unspecified)
(38) COc1ccc(C(=O)Nc2nnc(S(=O)(=O)Cc3ccc(F)cc3)s2)cc1
(39) O=C(NCCn1cccn1)c1ccc(OC2CCN(C(=O)C3CC3)CC2)cc1
(40) Clc1ccc(C(c2ccccc2)N2CCN(c3ccccn3)CC2)cc1 (stereo unspecified)
Compound	33	34	35	36	37	38	39	40
CRFBP-R2 block	-8	-1	13	13	-12	21	-2	8
MEKK3 PB1 HTS	96	101	100	/	100	99	99	100
DNA FID counter	-4	-24	-52	-23	-10	-7	-11	0
MEKK2 mut-MEK5	-11	18	2	/	1	1	-3	2
CRFR2-BP ag	1.0	-0.6	3.8	-3.1	1.6	-2.1	-0.1	-1.0
HCV NS3 hel inh	4	-2	-1	-7	-1	0	17	1
SUMO HTRF inh	4	-16	8	10	5	5	21	-9
MEKK2wt PB1 HTS	89	101	101	/	101	102	93	100
GalR3 antag	-6	-1	-13	-2	-4	-3	-7	-4

Three compounds from above, arranged by molecular weight, lowest first.
(9) CCOC(=O)c1[nH]c2ccccc2c1NC(C)=O
(2) c1ccc(COc2ccc(-c3sc(Nc4ccccc4)n[n+]3-c3ccccc3)cc2)cc1
(6) Cc1ccc(S(=O)(=O)Nc2ccc(S(=O)(=O)N3CCOCC3)cc2)cc1[N+](=O)[O-]
Compound	9	2	6
CRFBP-R2 block	8	/	-2
MEKK3 PB1 HTS	92	109	101
DNA FID counter	/	15	-7
MEKK2 mut-MEK5	14	38*	1
CRFR2-BP ag	-2.3	/	0.5
HCV NS3 hel inh	/	-91	8
SUMO HTRF inh	5	-74	4
MEKK2wt PB1 HTS	93	221*	103
GalR3 antag	-2	/	-7

An excerpt from above in order of their number in MEKK2wt PB1 HTS, lowest first.
no.	mol	CRFBP-R2 block	MEKK3 PB1 HTS	MEKK2 mut-MEK5	CRFR2-BP ag	HCV NS3 hel inh	SUMO HTRF inh	MEKK2wt PB1 HTS	GalR3 antag
30	CSc1nc2ccccc2nc1N(C)S(=O)(=O)c1ccc(C)cc1	-41	93	-17	2.4	-23	-13	90	-5
25	COc1ccc(-c2nc(CS(=O)(=O)CC(=O)NCc3cccc(OC)c3OC)c(C)o2)cc1	4	100	0	-5.5	4	2	99	/
3	COc1cccc(Cc2n[nH]c(=S)n2Cc2ccco2)c1	-3	99	3	0.3	-5	-2	100	-2
10	Cc1c(C)n(Cc2ccccc2)c2ncnc(NCCCN(C)C)c12	-2	100	4	-2.2	-6	-21	108	-7

Going on with the list.
(41) O=C(COc1ccc(Cl)cc1Cl)OCn1nnc2ccccc2c1=O
(42) Cc1ccnc(NC(=O)CCC(=O)N(CC(=O)NCCc2ccccc2)c2ccccc2F)c1
(43) COc1cc(/C=N/n2nnnc2N)ccc1OCc1c(C)no[n+]1[O-]
(44) O=[N+]([O-])c1cccc(CN(CCO)Cc2ccccc2)c1
(45) O=C(NCc1ccncc1)Nc1ccccc1F
(46) CCS(=O)(=O)N1CCC(C(=O)NC2CCCCCCC2)CC1
(47) NC(=S)NCc1cccnc1
(48) COc1ccc(C2=NN(C(C)=O)C(c3cccs3)C2)cc1OC (stereo unspecified)
Compound	41	42	43	44	45	46	47	48
CRFBP-R2 block	0	-7	35	19	4	0	-5	24
MEKK3 PB1 HTS	104	101	105	85	124	104	97	105
DNA FID counter	6	-33	-2	3	-2	-2	-1	-25
MEKK2 mut-MEK5	2	-2	0	-2	0	4	1	7
CRFR2-BP ag	0.5	-2.0	-0.9	-2.0	-2.3	0.8	-0.4	-1.5
HCV NS3 hel inh	6	4	2	8	5	2	-1	8
SUMO HTRF inh	-2	-6	3	-18	6	13	-3	8
MEKK2wt PB1 HTS	108	102	108	85	112	103	90	104
GalR3 antag	-4	-6	5	-6	0	-3	-5	-6

(49) COc1ccc(OC)c(NC(=O)NNC(=O)COc2ccc(F)cc2F)c1
(50) O=C(COC(=O)c1cc(-c2ccccc2)nc2ccccc12)Nc1ccc2c(c1)OCO2
(51) Cc1ccc(C(C)C)c(OCC(O)CN(C)Cc2ccccc2)c1 (stereo unspecified)
(52) CN1C(=O)/C(=C\c2ccco2)N=C1c1ccc(Cl)cc1Cl
(53) O=C(Cc1cccc2ccccc12)Nc1cc(Cl)ccc1C(=O)O
Compound	49	50	51	52	53
CRFBP-R2 block	-3	-13	-12	-10	9
MEKK3 PB1 HTS	104	104	101	100	99
DNA FID counter	-24	6	17	-8	-8
MEKK2 mut-MEK5	4	10	6	-5	1
CRFR2-BP ag	-0.1	9.3	0.2	-0.3	-0.4
HCV NS3 hel inh	16	-10	-80	-2	12
SUMO HTRF inh	-3	1	-1	-9	21
MEKK2wt PB1 HTS	100	104	114	98	100
GalR3 antag	-1	-6	-15	-2	-9
